MEKK3 PB1 HTS – MEKK3-MEK5 PB1 interaction, increase or decrease | bead-based flow cytometry, Alexa488-MEK5 binding to MEKK3; actives lie on both sides; 0 = blocked by unlabeled MEK5, 100 = vehicle | Q99759 | AID 1529 | binding response (% of control), % at 10 µM | actives 1.4% (n = 290,000);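 active = binding response more than 3 SD above or below the average of its plate-row segment, actives on both sides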;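 note: Alexa488 bead fluorescence after subtracting the streptavidin-only scavenger bead signal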
IMP-1 inhibitor – blocks Pseudomonas aeruginosa IMP-1 metallo-beta-lactamase | inhibition, % at 5.6 µM | purified IMP-1, nitrocefin hydrolysis, epi-absorbance fluorescence | actives 0.45% (n = 290,000);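 active = inhibition above the mean plus 3 SD of all compounds in the same screening run, cut at about 4.5% in these data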;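 note: 0% = IMP-1 with DMSO and 100% = DMSO wells lacking enzyme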
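Test system: recombinant IMP-1 enzyme, purified / Medium: HEPES buffer pH 7.1 with ZnSO4 and Brij 35 / Doses: single dose, 5.6 µM / Times: 25 °C, 15 min preincubation, 25 min reaction / Detection: Epi-absorbance via hydrolysed-nitrocefin quenching of white-plate fluorescence, 480/530 nm, EDTA stop / Evaluation: percent inhibition from optical density relative to buffer-blank wells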
VIM-2 inhibitor – blocks Pseudomonas aeruginosa VIM-2 metallo-beta-lactamase | purified VIM-2, nitrocefin hydrolysis, epi-absorbance fluorescence | inhibition, % at 5.6 µM | actives 0.89% (n = 290,000);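 active = inhibition above the mean of all tested compounds plus 3 SD, cutoff set per screening run, cut at about 7.5% in these data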;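 note: red hydrolysis product quenches plate fluorescence so inhibitors raise well fluorescence; 0% = enzyme with DMSO and 100% = DMSO without enzyme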
pCIP destab – lowers stability of the mouse p/CIP coactivator protein. F442A p/CIP-EGFP cells, EGFP fluorescence, 16 h. decrease of EGFP signal, % at 10 µM. actives 0.01% (n = 290,000);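 active = EGFP signal decrease of at least 30% at 10 µM or well 3 SD below plate mean, unless failing retest; inactive = the rest, including hits failing retest or dose response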; note: some compounds called inactive have numbers as strong as hits; many of its hits are not listed in these tables
IDE act – activators of human insulin-degrading enzyme in cells. actives 0.073% (n = 340,000). activation, % at 5.96 µM. HEK cells, FAbeta-B cleavage, fluorescence polarization; 0% vehicle, 100% cell-free pure enzyme wells. AID 493087. P14735;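 active = activation above the mean of all tested compounds plus 3 SD, set per screening campaign, cut at about 17% in these data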
SUMO HTRF inh – SUMOylation inhibition; HTRF SUMOylation assay, SAE1/SAE2 + UBC9, in vitro; inhibition, % at 35 µM; actives 0.36% (n = 290,000); in the data active = inhibition above about 50%, passing the limit was not always enough; note: strong numbers were not always called active
PHOSPHO1 block – inhibitors of human PHOSPHO1 phosphatase. Q8TCT1. recombinant PHOSPHO1, absorbance phosphatase assay. inhibition, % at 13.3 µM. actives 1.1% (n = 290,000). AID 1565; in the data active = inhibition above about 60%
FID counter – counter-screen for HCV NS3 helicase inhibitors: DNA intercalator displacement | actives 0.17% (n = 290,000) | inhibition, % at 7.9 µM | DNA fluorescent intercalator displacement, fluorescence; in the data active = inhibition above about 37%;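 note: 0% = vehicle and 100% = reference compound; higher means more ethidium bromide displaced from hairpin DNA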
HCV NS3 hel inh – inhibitors of Hepatitis C virus NS3 helicase; NS3 helicase DNA unwinding, Cy5 molecular beacon fluorescence; AID 1800; inhibition, % at 10.9 µM; actives 0.56% (n = 290,000);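 active = inhibition above the mean of all tested compounds plus 3 SD, set per campaign, cut at about 35% in these data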;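 note: 0% = DMSO wells and 100% = thioflavine S control wells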
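test system = hepatitis C virus NS3 helicase domain fragment enzyme | reagent = annealed dual-labelled DNA beacon duplex, ATP-started | times = 1 h at 25 °C | detection = Cy5 fluorescence, 0 and 60 min reads | read-out basis = percent inhibition from t60/t0 fluorescence ratio | control set = DMSO and thioflavine S | replication = one well per compound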
* = called active by the depositor; & = joins results of further samples. A portion of the library, so the mix of outcomes need not match the whole.

Sample of the layout, 2 compounds:
`COc1ccccc1NC(=O)C(C)N1C(=O)c2ccccc2C1=O` (configuration not stated) gave MEKK3 PB1 HTS 107, IMP-1 inhibitor -1.4, VIM-2 inhibitor -1.7, pCIP destab -2, IDE act 0, SUMO HTRF inh 10, PHOSPHO1 block 40, FID counter -3 and HCV NS3 hel inh 0.
COc1ccc(NC(=O)C2C3CCC(O3)C2C(=O)O)c(C)c1 (configuration not stated) was read as MEKK3 PB1 HTS 100, IMP-1 inhibitor -2.1, VIM-2 inhibitor -2.1, pCIP destab -9, IDE act -3, SUMO HTRF inh 8, PHOSPHO1 block 41, FID counter 4 and HCV NS3 hel inh -1.

Results, from the start:
`COc1ccccc1NC(=O)C(C)N1C(=O)c2ccccc2C1=O` (configuration not stated) gave MEKK3 PB1 HTS 107, IMP-1 inhibitor -1.4, VIM-2 inhibitor -1.7, pCIP destab -2, IDE act 0, SUMO HTRF inh 10, PHOSPHO1 block 40, FID counter -3 and HCV NS3 hel inh 0.
COc1ccc(NC(=O)C2C3CCC(O3)C2C(=O)O)c(C)c1 (configuration not stated) was read as MEKK3 PB1 HTS 100, IMP-1 inhibitor -2.1, VIM-2 inhibitor -2.1, pCIP destab -9, IDE act -3, SUMO HTRF inh 8, PHOSPHO1 block 41, FID counter 4 and HCV NS3 hel inh -1.
`NS(=O)(=O)c1ccc(NC(=O)/C=C/c2ccco2)cc1` gave MEKK3 PB1 HTS 118, IMP-1 inhibitor -3.2, VIM-2 inhibitor -5.2, pCIP destab -16, IDE act 1, SUMO HTRF inh 42, PHOSPHO1 block 28, FID counter -5 and HCV NS3 hel inh 6.
Screening CC(C)C(C(=O)Nc1ncn[nH]1)N1C(=O)c2ccccc2C1=O (configuration not stated) returned MEKK3 PB1 HTS 98, IMP-1 inhibitor -1.4, VIM-2 inhibitor -1.3, pCIP destab -5, IDE act 1, SUMO HTRF inh 19, PHOSPHO1 block 18, FID counter 1 and HCV NS3 hel inh -2.
For CCc1nnc(NC(=O)Cn2ccc(C(F)(F)F)n2)s1 the results were MEKK3 PB1 HTS 106, IMP-1 inhibitor -0.7, VIM-2 inhibitor -2.1, pCIP destab -1, IDE act 2, SUMO HTRF inh 2, PHOSPHO1 block -33, FID counter -3 and HCV NS3 hel inh -11.
CC(=O)N1CCc2cc(Br)cc(S(=O)(=O)NCc3ccccn3)c21 was read as MEKK3 PB1 HTS 102, IMP-1 inhibitor -3.1, VIM-2 inhibitor -2.8, pCIP destab -11, IDE act 3, SUMO HTRF inh 4, PHOSPHO1 block 13, FID counter 0 and HCV NS3 hel inh 2.
Screening CC(=O)N1N=C(c2ccccc2)CC1c1ccc(F)cc1 (configuration not stated) returned MEKK3 PB1 HTS 105, IMP-1 inhibitor -3.4, VIM-2 inhibitor -1.6, pCIP destab 9, IDE act 4, SUMO HTRF inh -11, PHOSPHO1 block 8, FID counter -9 and HCV NS3 hel inh 9.
Cc1ccc(S(=O)(=O)N(Cc2cccnc2)Cc2cc3ccccc3[nH]c2=O)cc1 was read as MEKK3 PB1 HTS 102, IMP-1 inhibitor 0.6, VIM-2 inhibitor -1.9, pCIP destab 11, IDE act -1, SUMO HTRF inh 12, PHOSPHO1 block -7, FID counter -28 and HCV NS3 hel inh -11.
`Cc1ccc(N(CC(O)CN2C(=O)NC(C)(C)C2=O)S(=O)(=O)c2ccc([N+](=O)[O-])cc2)cc1` (configuration not stated) gave MEKK3 PB1 HTS 103, IMP-1 inhibitor -2.3, VIM-2 inhibitor 0.8, pCIP destab -9, IDE act -1, SUMO HTRF inh 12, PHOSPHO1 block 10, FID counter -20 and HCV NS3 hel inh -25.
Screening O=C(/C=C/c1ccc([N+](=O)[O-])cc1)Nc1cccnc1 returned MEKK3 PB1 HTS 98, IMP-1 inhibitor -2.4, VIM-2 inhibitor -1.2, pCIP destab -6, IDE act -3, SUMO HTRF inh 21, PHOSPHO1 block 52, FID counter 3 and HCV NS3 hel inh 9.
`O=C(CNC(=O)c1ccc(OC(F)F)cc1)NCC1CCCO1` (configuration not stated) gave MEKK3 PB1 HTS 103, IMP-1 inhibitor -1.0, VIM-2 inhibitor -2.5, pCIP destab -7, IDE act 3, SUMO HTRF inh 6, PHOSPHO1 block 13, FID counter -3 and HCV NS3 hel inh 11.
For CC(C)CC(=O)NC(=S)Nc1cc(C(=O)O)ccc1Cl the results were MEKK3 PB1 HTS 132*, IMP-1 inhibitor -1.4, VIM-2 inhibitor 1.1, pCIP destab 7, IDE act 1, SUMO HTRF inh -1, PHOSPHO1 block 7, FID counter -2 and HCV NS3 hel inh 11.
CC1CCN(CCC(=O)Nc2ccccc2)CC1 was read as MEKK3 PB1 HTS 88, IMP-1 inhibitor -0.1, VIM-2 inhibitor -0.3, pCIP destab 6, IDE act 0, SUMO HTRF inh -1, PHOSPHO1 block 16, FID counter -1 and HCV NS3 hel inh 0.
For CC(=O)c1ccc(OCc2cc(C(=O)N3CCC(c4ccncc4)CC3)no2)cc1 the results were MEKK3 PB1 HTS 106, IMP-1 inhibitor -2.6, VIM-2 inhibitor -4.9, pCIP destab -8, IDE act 0, SUMO HTRF inh 5, PHOSPHO1 block 20, FID counter -25 and HCV NS3 hel inh -2.
`O=C1NC(=O)/C(=C\c2ccsc2)N1` gave IMP-1 inhibitor -1.9, VIM-2 inhibitor -1.4, pCIP destab -1, IDE act 8, SUMO HTRF inh -9, PHOSPHO1 block 18, FID counter 0 and HCV NS3 hel inh -7.
For Cc1ccc(C)c(N2CCN(S(=O)(=O)c3ccc(-c4ccc(=O)[nH]n4)o3)CC2)c1 the results were MEKK3 PB1 HTS 100, IMP-1 inhibitor -0.1, VIM-2 inhibitor 0.8, pCIP destab -3, IDE act 9, SUMO HTRF inh 24, PHOSPHO1 block 12, FID counter -40 and HCV NS3 hel inh 2.
O=S(=O)(c1ccccc1)N1CCC(O)(CSc2ccc(F)cc2)CC1 was read as MEKK3 PB1 HTS 107, IMP-1 inhibitor -1.6, VIM-2 inhibitor -2.2, pCIP destab -20, IDE act 8, SUMO HTRF inh 4, PHOSPHO1 block 37, FID counter -6 and HCV NS3 hel inh -6.
For CN1CCN(C(=O)c2ccc(CNS(=O)(=O)c3cccc(Cl)c3)cc2)CC1 the results were MEKK3 PB1 HTS 101, IMP-1 inhibitor -3.0, VIM-2 inhibitor -2.3, pCIP destab 2, IDE act 3, SUMO HTRF inh 0, PHOSPHO1 block 47, FID counter -1 and HCV NS3 hel inh -1.
For COc1ccc2c(C=Nc3c(C)n(C)n(-c4ccccc4)c3=O)c(O)n(Cc3ccco3)c(=O)c2c1 the results were MEKK3 PB1 HTS 104, IMP-1 inhibitor -1.1&-1.1, VIM-2 inhibitor 2.8&-5.1, pCIP destab -4&-11, IDE act 5&-6, SUMO HTRF inh 4&5, PHOSPHO1 block -13&38, FID counter -2&-4 and HCV NS3 hel inh 2&10.
Cc1cc(C(=O)N2CCCC(Nc3ccc(F)cc3)C2)n(C)n1 (configuration not stated) was read as MEKK3 PB1 HTS 102, IMP-1 inhibitor -0.2, VIM-2 inhibitor 1.4, pCIP destab -13, IDE act 9, SUMO HTRF inh 10, PHOSPHO1 block 18, FID counter -11 and HCV NS3 hel inh -2.
`CCC1CSC(Nc2ccc(C(=O)/C=C/c3ccc(Oc4ccccc4)cc3)cc2)=N1` (configuration not stated) gave MEKK3 PB1 HTS 107, IMP-1 inhibitor -3.3, VIM-2 inhibitor -5.2, pCIP destab -4, IDE act 1, SUMO HTRF inh -10, PHOSPHO1 block -15, FID counter 5 and HCV NS3 hel inh 13.
Screening COc1cc(NC(=S)NC(=O)CCc2ccccc2)cc(OC)c1 returned MEKK3 PB1 HTS 105, IMP-1 inhibitor 0.0, VIM-2 inhibitor -1.4, pCIP destab -4, IDE act 3, SUMO HTRF inh 20, PHOSPHO1 block 8, FID counter -12 and HCV NS3 hel inh -2.
For CN1C(=O)Cc2cc(S(=O)(=O)N3CCOCC3)ccc21 the results were MEKK3 PB1 HTS 115, IMP-1 inhibitor -4.8, VIM-2 inhibitor -1.6, pCIP destab 1, IDE act 0, SUMO HTRF inh 29, PHOSPHO1 block -8, FID counter -13 and HCV NS3 hel inh 9.
For O=c1nc(-c2ccccc2)n(-c2ccccc2)c2ncccc12 the results were MEKK3 PB1 HTS 98, IMP-1 inhibitor 0.5, VIM-2 inhibitor -1.3, pCIP destab 5, IDE act 5, SUMO HTRF inh 14, PHOSPHO1 block 48, FID counter 2 and HCV NS3 hel inh 9.
For CCCCN(CC)CCNC(=O)c1cc2c(-c3ccccc3F)nn(C)c2s1 the results were MEKK3 PB1 HTS 106, IMP-1 inhibitor -1.9, VIM-2 inhibitor 9.3*, pCIP destab -6, IDE act 0, SUMO HTRF inh 29, PHOSPHO1 block 28, FID counter 13 and HCV NS3 hel inh -77.
`CC(C)c1ccc(C2NC(=O)c3ccccc3O2)cc1` (configuration not stated) gave MEKK3 PB1 HTS 99, IMP-1 inhibitor -0.5, VIM-2 inhibitor -2.1, pCIP destab 2, IDE act 7, SUMO HTRF inh 10, PHOSPHO1 block -2, FID counter -23 and HCV NS3 hel inh 4.
For Cc1cnc(NC(=O)NCC2CCCC(CNC(=O)Nc3ncc(C)s3)C2)s1 (configuration not stated) the results were MEKK3 PB1 HTS 101, IMP-1 inhibitor -4.0, VIM-2 inhibitor -1.4, pCIP destab -14, IDE act -5, SUMO HTRF inh -4, PHOSPHO1 block 11, FID counter -35 and HCV NS3 hel inh -15.
`CCOC(=O)C1CCN(C(=O)CCc2nc3ccccc3[nH]2)CC1` gave MEKK3 PB1 HTS 105, IMP-1 inhibitor -3.2, VIM-2 inhibitor -3.5, pCIP destab -25, IDE act 6, SUMO HTRF inh 21, PHOSPHO1 block 7, FID counter -7 and HCV NS3 hel inh 4.
For CCCc1nc2c(sc3nc4c(cc32)COC(C)(C)C4)c(=O)n1Cc1ccco1 the results were MEKK3 PB1 HTS 106, IMP-1 inhibitor -4.4, VIM-2 inhibitor -0.8, pCIP destab -12, IDE act 1, SUMO HTRF inh 0, PHOSPHO1 block 2, FID counter -13 and HCV NS3 hel inh 24.
CCOc1cc(CNc2ccc(N3CCOCC3)cc2)cc(Br)c1OCC was read as MEKK3 PB1 HTS 94, IMP-1 inhibitor -4.2, VIM-2 inhibitor -4.2, pCIP destab -5, IDE act 3, SUMO HTRF inh 34, PHOSPHO1 block -5, FID counter -5 and HCV NS3 hel inh 14.
CC(C)(C)c1ccc(-c2n[nH]c(=S)n2CCCN2CCOCC2)cc1 was read as MEKK3 PB1 HTS 103, IMP-1 inhibitor -2.1, VIM-2 inhibitor 13*, pCIP destab -8, IDE act -1, SUMO HTRF inh 12, PHOSPHO1 block -68, FID counter -17 and HCV NS3 hel inh 2.
Screening COc1ccc2c(CC(=O)Nc3ccc(OC)c(NS(=O)(=O)c4ccc(F)cc4)c3)coc2c1 returned MEKK3 PB1 HTS 88, IMP-1 inhibitor -2.9, VIM-2 inhibitor -2.0, pCIP destab -8, IDE act -1, SUMO HTRF inh -5, PHOSPHO1 block -10, FID counter -10 and HCV NS3 hel inh -10.

Compound activity: PubChem, several laboratories
